High-throughput results: PubChem, National Center for Advancing Translational Sciences (NCATS)
UDG counterscr: UDG inhibition counter-screen | Potency, µM (highest dose often 115 µM), for the others: top-dose activity change, negative = inhibition, most hits filed as inhibitors | FRET deamination/UDG coupled assay, UDG read, 4 h | AID 1347430 | 0.14% of 91,000 active; also: nearly all actives have a fitted effect of over 65% in size
AID inhibitor: activation induced cytidine deaminase inhibition. Potency, µM (series often up to 115 µM), without a hit: at the top dose activity change, negative = inhibition, most hits filed as inhibitors. 0.32% of 91,000 active. Q9GZX7. AID deamination FRET fluorescence, UDG-coupled, 4 h; also: nearly all actives have a fitted effect of over 25% in size
Target sequence (Q9GZX7 whole entry, looked up): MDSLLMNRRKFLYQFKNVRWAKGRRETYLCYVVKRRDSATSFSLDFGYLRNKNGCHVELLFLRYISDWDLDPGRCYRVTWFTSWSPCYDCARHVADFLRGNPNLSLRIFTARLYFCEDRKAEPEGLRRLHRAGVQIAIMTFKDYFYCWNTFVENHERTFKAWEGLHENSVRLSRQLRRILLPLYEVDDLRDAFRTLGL
Active calls of the source: *; ? = inconclusive; [ ] = remark or other dose. Calls follow the shape of the dose curve; as a rule, active = well fitted curve in the direction sought with a large enough effect; inconclusive = small, poorly fitted or top-dose-only effect, or another doubt; inactive = no such curve, though single readings can be large; an effect the other way counts as inactive or inconclusive. % is scaled to controls: 0 for no effect and ±100 for the full control effect; potency is read from the fitted curve at half-maximal effect.

SMILES	UDG counterscr	AID inhibitor
COC(=O)c1cc2oc3ccccc3c2n1CC(=O)Nc1ccc(F)c(Cl)c1	-5%	-6%
COc1ccc(/C=C/c2nc3ccccc3s2)cc1OC(F)F	-1%	-19%
COc1cccc(OC(=O)CSc2nnc(-c3cccs3)o2)c1	0%	5%
COc1ccc(Cc2nc(C)c(-c3ccccc3)s2)cc1OC	-9%	-1%
CCOc1ccc(CNc2ccccc2)cc1	1%	?
CCCOc1ccc(C2C(=O)N(C3CCC(C)CC3)CC(=O)N2Cc2cccc(OC)c2)cc1OC (configuration not stated)	-9%[57.5 µM]	4%
CCOc1ccccc1Nc1ncnc2c1cnn2-c1ccc(C)cc1	21%	-10%
CCOC(=O)C1CCN(c2cc3c(cc2NC(=O)c2ccc(OC)c(OC)c2)n(C)c(=O)n3C)CC1	-11%	158%[activator]
CC1CCCN(CCS(=O)c2ccccc2)C1 (configuration not stated)	3%	5%
Cc1ccc(NC(=S)NNC=O)cc1	3%	7%
Cn1c(=O)n(C)c2cc(CNCc3ccccc3Cl)ccc21	3%	4%
C=CCOc1ccc(CNCc2ccco2)cc1OCC	9%	7%
CCCc1cc(=O)oc2c(C)c3c(cc12)CN(CCc1ccc(Cl)cc1)CO3	22%	-2%
Cc1nc2cc(NC(=O)COc3cccc(Cl)c3)ccc2o1	6%	0%
Nc1cc(=O)[nH]c(SCc2ccc(Cl)cc2Cl)n1	4%	8%
CCc1ccc(NC(=O)c2nn(-c3ccc(C)cc3)c(=O)n(C)c2=O)cc1	8%	6%
CCOC(=O)C1=C(CN2CCC(C)CC2)NC(=O)NC1c1ccc(F)cc1 (configuration not stated)	-2%[57.5 µM]	-10%
COc1cccc(OCCn2c(C)nc3cc(C)c(C)cc32)c1	-2%	-4%
CC(C)CCN(C)C1CCN(C(=O)Nc2ccc(Cl)cc2)CC1	-1%	-7%
CCS(=O)(=O)N1CCc2cc(C(=O)Nc3cc([N+](=O)[O-])ccc3C)ccc21	33%[activator]	23%
Cc1ccoc1C(=O)OCc1cccc(C#N)c1	3%	-5%
CSc1nn(Cc2ccc(F)cc2)c(N(C(C)=O)C(C)=O)c1S(=O)(=O)c1ccccc1	-4%	4%
CCOCCCNC(=O)C(c1ccc(OC)cc1)N(Cc1cccs1)C(=O)c1ccccc1O (configuration not stated)	-7%	-24%
CS(=O)(=O)c1ncc(N(Cc2ccccc2)Cc2ccco2)c(C(=O)Nc2cccc(C(F)(F)F)c2)n1	-14%	?
COc1ccc(S(=O)(=O)N(CC(=O)Nc2ccccc2Cl)Cc2ccccc2)cc1	-3%	?
C#CCNC(=O)CN1CCN(C(=O)c2ccc(F)cc2)CC1	-6%	1%
Cc1ccc(-n2ncc3c(N(C)Cc4ccccc4)ncnc32)cc1	-14%	-19%
Cc1ccccc1Cn1nc(C)c(NS(=O)(=O)c2c(C)nn(C(F)F)c2C)c1C	-8%	3%
CCOc1ccc(CNC(=O)CCCn2c(=O)c3cccn3c3cccnc32)cc1	1%	-9%
CCOc1ccc(-c2noc(CSc3nnc(Cc4ccccc4)n3-c3ccc(F)cc3)n2)cc1	-23%	?
NCCOc1cccc(C(F)(F)F)c1	3%	1%
Cc1ccc(S(=O)(=O)N2CCN(C(=O)CCc3ncc(-c4ccccc4Cl)o3)CC2)cc1	-8%	-15%
Cc1ccc(-n2ncc(C(=O)N3CCCC3)c2-n2cccc2)cc1	-2%	-7%
CCN1CCN(C(=O)c2cc3ccccc3oc2=O)CC1	4%	0%
Cc1cc2nc(/N=C(\N)NC(=O)C(C)C)nc(C)c2cc1C	7%	6%
Cc1ccccc1C(=O)OC1CCCN(C)C1 (configuration not stated)	2%	1%
Cc1ccc(NC(=O)C(=O)NCC(c2cccnc2)N2CCN(c3ccccc3F)CC2)cc1F (configuration not stated)	-1%	2%
CCOc1ccc(NC(=O)CCCn2c(C)c3cnn(-c4ccccc4)c(=O)c3c2C)cc1	-9%	-7%
COc1cccc2cc(CC(=O)c3ccccc3)c(=O)oc12	-10%	-5%
COc1ccc(C(=O)/C(C#N)=C\c2ccccc2I)cc1	-13%	-29%

In a second layout: 2 of the compounds above
SMILES,UDG counterscr,AID inhibitor
Cc1ccccc1Cn1nc(C)c(NS(=O)(=O)c2c(C)nn(C(F)F)c2C)c1C,-8%,3%
CCOc1ccc(CNC(=O)CCCn2c(=O)c3cccn3c3cccnc32)cc1,1%,-9%

Going on with the list:
SMILES	UDG counterscr	AID inhibitor
COc1ccc(NC(=O)CCS(=O)(=O)c2nc(-c3ccc4c(c3)OCO4)cc(C(F)(F)F)n2)c(OC)c1	3%	22%
O=C(c1cccn1-c1nnc(N2CCCC2)s1)N1CCN(c2ccc(F)cc2)CC1	-20%	-23%
COC(=O)c1ccc(/C=C/C(=O)c2cc(C)sc2C)cc1	-2%	-13%
COc1ccc(Nc2nc3c(S(=O)(=O)c4ccccc4)nnn3c3ccc(Cl)cc23)c(OC)c1	-4%	1%
N#CC1CCCc2c1[nH]c1ccccc21 (configuration not stated)	2%	4%
COc1cccc(CNC(=O)C(C)Oc2ccccc2)c1 (configuration not stated)	-6%	-7%
COC(=O)c1ccccc1NC(=O)N1CCc2c(sc3c2CCCC3)C1c1ccc(F)cc1 (configuration not stated)	-6%	13%
Cc1cc2c(c(SCC(=O)Nc3ccccc3)n1)C(=O)OC2	2%	3%
CCO/C([O-])=N/c1c[n+](N2CCOCC2)no1	-4%	8%
Ic1ccc2noc(-c3ccccc3)c2c1	-15%	-10%
O=C(NNC(=O)c1c2c(nc3ccccc13)CCCC2)c1ccccn1	-5%	-2%
CCc1ccc(N2CCn3c2nc2c3c(=O)n(Cc3cccc(C)c3)c(=O)n2C)cc1	5%	3%
CC(C)N(C(=O)CSc1nc2ccc(Cl)cc2[nH]1)c1ccccc1	2%	7%
CCN(C(=O)c1cccc(C(=O)OC)c1)C12CC3CC(CC(C3)C1)C2	2%	-4%
CCC(C)NC(=O)Cn1c(=O)c2c(ncn2C2CCCC2)n(Cc2ccccc2)c1=O (configuration not stated)	39%[activator]	8%
COc1ccccc1CNC(=O)CCCN1C(=O)CSc2c1c(C)nn2-c1ccccc1	0%	-26%
COC(=O)c1ccc(Cl)cc1NC(=O)N(C)CCc1c(C)nn(C)c1C	?	8%
COC(=O)c1ccc(NC(=O)CSc2nnc(-c3ccccc3OC)n2-c2ccccc2)cc1	-3%	-7%
CC1(C)Cc2c(sc(NC(=O)C(=O)NCCO)c2C#N)CO1	-3%	0%
O=C(COC(=O)c1cccc(NC(=O)c2ccc(Br)cc2)c1)c1ccc(Br)cc1	-1%	7%
CCC(=O)N1c2ccccc2CC1C(=O)NCc1cc(OC)ccc1OC (configuration not stated)	-19%	-12%
Cc1cccc(NC(=O)CCn2nc(-c3ccccc3)c3ccccc3c2=O)c1	-8%	?
COc1ccc(CCNC(=O)CSc2cn(CCNC(=O)c3ccccc3F)c3ccccc23)cc1OC	6%	41%[activator]
CC(=O)c1ccc(S(=O)(=O)N2CCCCCC2c2cccn2C)cc1 (configuration not stated)	9%	4%
CCOC(=O)c1cnc2ccc(C)cc2c1Nc1ccc(OCc2ccccc2Cl)cc1	-9%[57.5 µM]	?
CCc1cccc(C)c1NC(=O)C1CCN(S(=O)(=O)c2c(C)noc2/C=C/c2c(C)cc(C)cc2C)CC1	-3%	0%
COc1ccc(C)cc1-n1cnc2cc(C(=O)NC3CCCC3)ccc21	-2%	-2%
COCCn1c(-c2ccccc2Cl)n[nH]c1=S	1%	10%
COc1ccccc1OCCN1C(=O)C(NC(C)=O)c2ccccc21 (configuration not stated)	-13%	6%
CCc1cccc(-n2c(=O)c3cccnc3n2CC(=O)Nc2ccccc2C(=O)OC)c1	2%	1%
CCCCCCC/C=N/NC(=O)c1ccccc1	-6%	-3%
Cc1cc(C)c(NS(=O)(=O)c2cc(-c3onc(C)c3C)ccc2C)c(C)c1	-4%	9%
CN(CC(=O)NC(=O)NC1CCCCC1)Cc1ccc2ccccc2c1	2%	-1%
O=C(NCCSCc1cccs1)C1CC1	-5%	-1%
Cc1nnc(N2CCN(c3ccccc3F)CC2)c2c1nnn2Cc1ccccc1	-8%	2%
CCOC(=O)c1ccc(NC(=O)c2cc3c(=O)n(C)c4ccccc4c3n2C)cc1	-7%	14%
Cc1c2c(cc3c4c(c(=O)oc13)CCCC4)C(O)CC(C)(C)O2 (configuration not stated)	5%	1%
Cc1ccccc1C(=O)Nc1sc2c(c1C(=O)N1CCCCC1)CCC(C)C2 (configuration not stated)	-5%	-21%
Cc1nn(C)c2c1c(C(F)(F)F)cc(=O)n2C(C)C(=O)NCCC(C)C (configuration not stated)	0%	-20%
CC1(c2ccc3c(c2)OCCO3)NC(=O)N(CC(=O)c2cn(CCC#N)c3ccccc23)C1=O (configuration not stated)	1%	1%
Cc1cccc(CN2CC=C(C(=O)O)CC2)c1	7%	1%
CCCCCn1c(=N)c(S(=O)(=O)c2ccccc2)cc2c(=O)n3ccccc3nc21	26%	20%
O=C(NCC(c1ccc2c(c1)OCO2)N1CCN(c2ccccc2)CC1)c1ccccc1F (configuration not stated)	-11%	20%
CCN1C(=O)c2ccccc2S(=O)c2ccc(C(=O)NC3CCCc4ccccc43)cc21 (configuration not stated)	-4%	-6%
COc1cc(SC)ccc1C(=O)O	-5%	-3%
COc1cc(NC(=O)c2nnn(CC(=O)Nc3cc(C)ccc3C)c2N)cc(OC)c1	-5%	0%
Cc1ccc(OCCC(=O)N2CCN(S(=O)(=O)c3cccs3)CC2)cc1	-3%	-13%
O=C(Nc1ccc(Br)cc1)c1cc2nc(-c3ccccc3)cc(-c3ccccc3)n2n1	-10%	-3%
Cc1cccc(-c2nc(Cn3c(SCc4cccc(C(F)(F)F)c4)nc4ccncc43)c(C)o2)c1	-2%	4%
COC(=O)c1ccc(COC(=O)/C=C/c2ccc3c(c2)OCO3)o1	-10%	-12%
O/N=C(/Cc1ccccc1)c1ccc(O)cc1O	-12%	4%
Cc1ccc(CNS(=O)(=O)c2cc(C(=O)Nc3ccc(C(C)C)cc3)ccc2F)cc1	-1%	-3%
NC(=O)COc1ccc(-c2noc(COc3ccc(Cl)cc3)n2)cc1	6%[57.5 µM]	8%[57.5 µM]
COc1ccc(Cl)cc1NC(=O)Cn1c(=O)n(CCC(=O)NCc2ccc3c(c2)OCO3)c(=O)c2ccccc21	1%	-2%
CCc1ccc(C(=O)Nc2ccc3oc(C)nc3c2)cc1	5%	0%
CCOc1ccc(CNC23CC4CC(CC(C4)C2)C3)cc1	3%	-6%
CCN1CCN(c2ncnc3c2cnn3-c2cc(Cl)ccc2C)CC1	-15%	10%
Cc1nn(Cc2ccc(F)cc2)c(C)c1NC(=O)c1cc(-c2cccs2)on1	-2%	2%
O=C1c2[nH]nc(-c3ccccc3O)c2C(c2cccc(Cl)c2)N1Cc1cccnc1 (configuration not stated)	-9%	-7%
CC(C)c1ccc(NC(=O)Nc2csc3c2CCCC3)cc1	-10%	?

Entries of single compounds, looked up by structure. Order of values: UDG counterscr | AID inhibitor
COc1ccc(Cl)cc1NC(=O)Cn1c(=O)n(CCC(=O)NCc2ccc3c(c2)OCO3)c(=O)c2ccccc21 is listed as 1% | -2%
Cc1ccc(CNS(=O)(=O)c2cc(C(=O)Nc3ccc(C(C)C)cc3)ccc2F)cc1 is listed as -1% | -3%
CC(C)c1ccc(NC(=O)Nc2csc3c2CCCC3)cc1 is listed as -10% | ?
Cc1cccc(-c2nc(Cn3c(SCc4cccc(C(F)(F)F)c4)nc4ccncc43)c(C)o2)c1 is listed as -2% | 4%

Reprinted at random: 4 entries already listed.
SMILES	UDG counterscr	AID inhibitor
Cc1ccc(S(=O)(=O)N2CCN(C(=O)CCc3ncc(-c4ccccc4Cl)o3)CC2)cc1	-8%	-15%
CCCc1cc(=O)oc2c(C)c3c(cc12)CN(CCc1ccc(Cl)cc1)CO3	22%	-2%
Ic1ccc2noc(-c3ccccc3)c2c1	-15%	-10%
C#CCNC(=O)CN1CCN(C(=O)c2ccc(F)cc2)CC1	-6%	1%

Following part
SMILES	UDG counterscr	AID inhibitor
COC(=O)c1ccccc1NC(=O)c1nc(S(=O)(=O)Cc2cccc(C)c2)ncc1Cl	0%	6%
Cc1ccc(Cl)cc1NC(=O)c1oc2ccc(S(=O)(=O)N3CCC4(CC3)OCCO4)cc2c1C	-4%	-4%
O=C(O)CNC(=O)C(F)(F)C(F)(F)Cl	3%	1%
O=C(CSc1nnc(Cc2cccs2)n1C1CC1)N1CCN(c2ccccc2)CC1	?	-13%
O=Cc1ccc(Sc2ccc(Cl)cc2)cc1	5%	-6%
O=S(=O)(NCc1cn2ccsc2n1)c1ccccc1	2%	1%
Fc1ccc(Nc2nc(SCc3ccccc3Cl)nc3ccccc23)cc1	-11%[57.5 µM]	?

The list is partial. The share of hits here may be higher or lower than overall.
